# Compound activity from PubChem BioAssay.
# TDP1 block = qHTS Assay for Inhibitors of Tyrosyl-DNA Phosphodiesterase (TDP1). AID 485290, 2010. 350,000 tested, 0.28% active. recombinant TDP1, AlphaScreen DNA substrate cleavage. Potency, µM (series often up to 130 µM), for the others: at the highest dose activity change, negative = inhibition, actives largely listed as inhibitors. Tyrosyl-DNA phosphodiesterase 1 (Homo sapiens), Q9NUW8; further: nearly all actives have a fitted effect of over 40% in size
# Target sequence (Q9NUW8 whole entry, looked up): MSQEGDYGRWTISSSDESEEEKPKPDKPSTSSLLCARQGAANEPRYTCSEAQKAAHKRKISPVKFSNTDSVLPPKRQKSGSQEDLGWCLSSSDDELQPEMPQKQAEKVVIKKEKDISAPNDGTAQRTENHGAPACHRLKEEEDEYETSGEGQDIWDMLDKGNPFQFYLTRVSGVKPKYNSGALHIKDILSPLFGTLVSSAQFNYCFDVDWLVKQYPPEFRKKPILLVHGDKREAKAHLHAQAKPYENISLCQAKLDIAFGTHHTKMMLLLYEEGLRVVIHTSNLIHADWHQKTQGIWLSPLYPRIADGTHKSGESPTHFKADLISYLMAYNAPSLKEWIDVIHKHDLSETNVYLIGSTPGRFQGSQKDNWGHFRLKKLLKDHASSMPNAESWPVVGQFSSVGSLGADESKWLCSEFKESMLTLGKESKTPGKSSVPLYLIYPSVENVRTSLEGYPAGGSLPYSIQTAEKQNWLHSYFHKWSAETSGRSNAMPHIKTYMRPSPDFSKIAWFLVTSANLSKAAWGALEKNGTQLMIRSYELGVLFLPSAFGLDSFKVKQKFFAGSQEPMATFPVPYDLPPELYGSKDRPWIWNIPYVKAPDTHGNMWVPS
#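 Tdp1 1 nM final; 15 min RT w/ cpd; substrate 15 nM, 5 min; beads 10 ug/ml, 10 min; AlphaScreen read. Neg ctrl: no enzyme.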
# TDP1 cell CPT = qHTS for Inhibitors of human tyrosyl-DNA phosphodiesterase 1 (TDP1): qHTS in cells in presence of CPT | Potency, µM (series often up to 46.2 µM), inactives show at the top dose activity change, negative = growth inhibition, actives largely listed as inhibitors | chicken DT40 Tdp1-/-;hTDP1 cells + 20 nM CPT, ATP luminescence, 48 h | 420,000 tested, 12% active; further: nearly all actives have a fitted effect of over 55% in size
#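 Chicken DT40 Tdp1-/- cells stably complemented with human TDP1 were seeded at 400 cells/well in medium containing 20 nM camptothecin, exposed to pin-transferred compounds, and grown at 37 °C for at least 48 hr. Viability was read as ATP luminescence.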
# TDP1 cell noCPT = qHTS for Inhibitors of human tyrosyl-DNA phosphodiesterase 1 (TDP1): qHTS in cells in absence of CPT. Potency, µM (top dose mostly 46.2 µM), inactives show at the top dose activity change, negative = growth inhibition, hits mostly inhibitors. DT40 Tdp1-/- hTDP1 cells, no CPT, ATP luminescence, 48 h. 420,000 tested, 15% active; further: nearly all actives have a fitted effect of over 55% in size
#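 Chicken DT40 Tdp1-/- cells stably complemented with human TDP1 were seeded at 400 cells/well with DMSO in place of 20 nM camptothecin. After compound pinning, cells grew at least 48 hr at 37 °C; viability read by CellTiter-Glo luminescence.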
# * marks the source's active call; other numbers are inactive results; ? = inconclusive; nt = not tested or not shown; & = joins results of further samples; [ ] = dose if it differs, or a comment. The call rests on the fitted dose curve; in most records, active means well fitted curve in the direction sought with a large enough effect; inconclusive means small, poorly fitted or top-dose-only effect, or another doubt; inactive means no such curve, though single readings can be large; an effect the other way counts as inactive or inconclusive. On the % scale 0 is the no-effect control and ±100 the full control effect; potency means the concentration at half of the fitted maximal effect.
SMILES,TDP1 block,TDP1 cell CPT,TDP1 cell noCPT
O=C(c1cccc(OC2CCN(Cc3cc(F)cc(F)c3)CC2)c1)N1CCCC1,1%,?,?
COc1ccc(NC(=O)CCS(=O)(=O)c2ccc3c(c2)CCN3C(C)=O)cc1,-1%,-1%,0%
CCN(CC)CCNC(=O)c1ccc2c(c1)NC(=O)C(CS(=O)(=O)Cc1ccc(F)cc1Cl)N2 (centres undefined),7%,18µM*,?
Cc1ccc(OCC(=O)N2CCN(C(=O)c3cccs3)CC2)cc1,0%,-10%,-19%
C=CC(=O)Nc1cccc(Oc2ccnc3[nH]ccc23)c1,nt,?,?
COc1ccc(CC(=O)Nc2ccc(C)c(S(=O)(=O)N3CCCCCC3)c2)cc1,0%,?,?
O=S(=O)(NCCc1ccccn1)c1ccc(F)c(F)c1,1%,-11%,10%
CCCCCCCCCCCCC/C=C/[C@@H](O)[C@H](CO)NC(=O)CCCCCCCCCCCCCCC,7%&5%,-4%[4.12 µM],0%[4.12 µM]
O=S(=O)(/C=C/C=C/S(=O)(=O)c1ccccc1)c1ccccc1,nt,0.026µM*,0.046µM*
CCOc1cc(/C=C/C(=O)N(CC)CC(=O)NCc2cccs2)cc(Cl)c1OC,4%,-19%,?
Clc1ccc(-c2nnc(C34CC5CC(CC(C5)C3)C4)o2)cn1,5%,?,29µM*
COc1ccc(CCNc2oc(-c3ccccc3OC)nc2C#N)cc1,5%,?,?
Cc1ccc(OCCCC(=O)Nc2ccc(S(=O)(=O)N3CCOCC3)cc2)cc1,1%,?,-27%
COc1cc(OC)c(OC)cc1CNC(=O)c1cccc(S(=O)(=O)N2CCc3ccccc3C2)c1,1%,13µM*,8.2µM*
CS(=O)(=O)N1CCC(C(=O)NCCN2CCN(Cc3ccccc3)CC2)CC1,5%,-1%,1%
CCC(NC(=O)c1cc(COc2cc(C)c(Cl)c(C)c2)on1)c1ccncc1 (centres undefined),3%,?,21µM*
COc1cc2c(cc1OC)CN(C(=O)CNS(=O)(=O)c1ccc(C)c(C)c1)CC2,5%,0%,-9%
COCCCN1C(=O)N(c2ccc(F)cc2)C(=O)C1CC(=O)Nc1ccc(OC)cc1 (centres undefined),nt,3%,-21%
Cc1ccc(S(=O)(=O)N2[C@@H](c3ccc4c(c3)OCO4)C(C(=O)O)=C[C@H]2CC2CCCC2)cc1,4%,4%,0%
COc1ccc2[nH]cc(CCNc3ncncc3-c3ccoc3)c2c1,nt,4.6µM*,7.3µM*
CC(C)NC(=O)N(C)C[C@H]1Oc2ccc(NC(=O)Nc3ccccc3)cc2C(=O)N([C@@H](C)CO)C[C@@H]1C,1%,3%,6%
CCCCCCCCCC[n+]1cccc(Br)c1,nt,1.4µM*,5µM*
COc1ccc(S(=O)(=O)Oc2cccc(/C=N/N=C3/NC(=O)C(CC(=O)O)S3)c2)cc1 (centres undefined),nt,?,?
Cc1nn(Cc2ccc(Cl)cc2)c(Cl)c1/C=N/NC(=O)c1cccnc1,-3%,-4%,-22%
Cc1cc(C(=O)Nc2ccccc2N2CCOCC2)no1,0%[56.1 µM],-4%,4%

# (continued)
SMILES,TDP1 block,TDP1 cell CPT,TDP1 cell noCPT
COc1cc2ccccc2cc1C(=O)N(CCN(C)C)c1nc2c(C)cccc2s1,15%,16µM*,23µM*
CNS(=O)(=O)c1cccc(C(=O)OCC(=O)NCc2ccccc2)c1,1%,3%,-6%
CCOC(=O)C1CCN(S(=O)(=O)c2ccc3c(c2)NC(=O)CS3)CC1,-1%,-9%,-2%
CC(C)N(CCCNC(=O)Cn1c(=O)c2cccn2c2ccccc21)Cc1ccccc1,2%,18µM*,-16%
COc1ccccc1Cc1nc2ccccc2nc1SCC(=O)Nc1cc(Cl)ccc1OC,5%,?,?
CCC(NC(=O)c1cncc(Br)c1)c1ccccc1 (centres undefined),nt,-6%,-26%
CC(C)CC(NC(=O)C1CCCCC1)C(=O)N1CCN(c2ccccn2)CC1 (centres undefined),3%,?,-22%
CCOc1ccc(NC(=O)CNC(=O)c2ccco2)cc1,nt,7%,0%
COc1ccccc1N1CCN(C(=O)CNS(=O)(=O)c2ccc(Br)s2)CC1,2%&5%,?,?
CN(C)C1(CNC(=O)CC(NC(=O)c2ccccc2Cl)c2ccccc2)CCCCC1 (centres undefined),7%,1%,13%
COc1ccccc1-c1cccc([C@@H]2C[C@H]3[C@H](CON3C)CN2C(=O)C(C)(C)C)c1,nt,2%,1%
O=[N+]([O-])c1ccc(NC(=S)N2CCN(c3ccccn3)CC2)cc1,nt,16µM*,12µM*
CN(C)CCSc1nc(N)c2c3c(sc2n1)COC(C)(C)C3,5%,-2%,-20%
COc1ccccc1C(=O)NC(=S)Nc1cc(C(=O)O)ccc1C,-5%,5%,-16%
O=C(c1cc([N+](=O)[O-])ccc1Cl)N1CCN(c2ccccc2)CC1,8%,22%,-18%
CC(=O)c1cc(-c2ccccc2)n(CC(=O)NCCc2ccc(C)cc2)c1C,0%,15µM*,8.2µM*
O=C(NC1CCCCC1)c1cc(-c2ccco2)on1,-1%,-25%,?
Cc1ccc(-n2c(C)nnc2SCC(=O)N2CCOCC2)cc1,10%,11%,-2%
CC(=O)N1CCN(S(=O)(=O)c2cccc(C(=O)OCc3ccc(C(C)(C)C)cc3)c2)CC1,?,7.3µM*,8.2µM*
CC(C)c1c(O)nc(SCCC(=O)O)[nH]c1=O,2%,-8%,7%
Fc1cccc(C2NN=C(c3ccccc3)S2)c1 (centres undefined),-3%,-12%,-28%
CCCC(=O)Nc1cc(OC)c(C(=O)OC)cc1Cl,-5%,25%,1%
Cc1cccc(C(=O)N/N=C2\CS(=O)(=O)N(C)c3ccsc32)c1,7%,21µM*,13µM*
O=C(Nc1ccc(S(=O)(=O)Nc2ncccn2)cc1)c1ccccc1Br,nt,-15%,-1%
CCc1nc2ccccc2n1Cc1cc(=O)n2cc(C)ccc2n1,5%,0%,-25%

# The list continues.
SMILES,TDP1 block,TDP1 cell CPT,TDP1 cell noCPT
COc1ccc(-c2sccc2C(C)C(=O)O)cc1 (centres undefined),2%,2%,-4%
CCOc1ncccc1C(=O)OCC(=O)NCCCc1ccccc1,1%,1%,?
Cn1c(Nc2cccc(Cl)c2)nc2ccccc21,nt,-28%,?
Cc1ccc2cccc(OCC(=O)N3CC(C)CC(C)C3)c2n1 (centres undefined),5%,3%,-29%
O=C(O)CCC(=O)N1N=C(c2ccccc2)CC1c1ccc(Br)cc1 (centres undefined),4%,-3%,-20%
CCC(C)Sc1ccc([C@@H]2[C@@H]3C(=O)N(C)C(=O)[C@@H]3[C@]3(C(=O)OC)CCCCN23)cc1OC (some centres undefined),-2%,?,18µM*
C=CCn1c(SCc2c(C)noc2C)nnc1C1COc2ccccc2O1 (centres undefined),0%,?,?
CCOc1ccc(CCN2C(=S)N([C@@H](CC(C)C)CN3CCCC3CN3C(=S)NC[C@@H]3CC(C)C)C[C@@H]2Cc2ccc(O)cc2)cc1 (some centres undefined),nt,18µM*,?
COC1CCN(Cc2cn(Cc3ccccc3)nc2-c2cc3ccccc3o2)CC1,-1%,?,26µM*
CC(=O)c1cc(-c2ccc(F)cc2)n(CC(=O)NCc2ccc(C)cc2)c1C,-2%,16µM*,8.2µM*
O=C(O)C1Cc2ccccc2CN1C(=O)c1ccco1 (centres undefined),nt,-3%,-4%
CN(C)S(=O)(=O)c1ccc(C(=O)Nc2ccc(-n3nncc3-c3ccccc3)cc2)cc1,3%,21µM*,15µM*
Cc1c(NC(=O)C2(C)CCCCC2)c(=O)n(-c2ccccc2)n1C,5%,19%,-9%
CC(C)[C@H]1COCCS(=O)(=O)N1Cc1ccccc1-c1cccc2c1oc1ccccc12,nt,?,18µM*
CN(C)S(=O)(=O)c1ccc(Cl)c(C(=O)OCC(=O)NC(=O)NC2CCCC2)c1,0%,-12%,-38%
Cc1ccc(NS(=O)(=O)c2ccc(C(=O)NCC(c3ccco3)N3CCCCC3)cc2)cc1 (centres undefined),-1%,?,-120%
COc1cccc2cc(-c3csc(NC(=O)CCC(=O)NCCCN4CCC(C)CC4)n3)c(=O)oc12,nt,-9%,-19%
CCOC(=O)c1c(N)ssc1=S,4%,-28%,-21%
CCOc1ccc(-c2nnc(-c3ccncc3)o2)cc1,4%,21µM*,?
O=C(NCc1ccccc1Cl)c1csc([C@H]2C[C@H](O)[C@@H](CO)O2)n1,nt,5%,-2%
Cn1c(-c2ccc(F)c(F)c2)cc2onc(-c3ccccc3)c2c1=O,nt,16µM*,23µM*
Cc1cc(=O)oc2cc(NC(=O)C(C)Oc3ccccc3)ccc12 (centres undefined),56µM*,-3%,-23%
O=C(O)CNC(=O)C1COc2ccccc2O1 (centres undefined),-1%,2%,-13%
C=C(C)Cn1c(N2CCCC2)nc2c1c(=O)[nH]c(=O)n2C,3%,1%,-7%
Cc1ccccc1-n1ncc2c([N+](=O)[O-])cc([N+](=O)[O-])cc21,10%,26µM*,21µM*

# Gathered by group: the entries above containing a nitro group on carbon.
SMILES,TDP1 block,TDP1 cell CPT,TDP1 cell noCPT
O=[N+]([O-])c1ccc(NC(=S)N2CCN(c3ccccn3)CC2)cc1,nt,16µM*,12µM*
O=C(c1cc([N+](=O)[O-])ccc1Cl)N1CCN(c2ccccc2)CC1,8%,22%,-18%
Cc1ccccc1-n1ncc2c([N+](=O)[O-])cc([N+](=O)[O-])cc21,10%,26µM*,21µM*

# Five of the compounds above, with two lines to a compound:
# The line under a structure holds: TDP1 block | TDP1 cell CPT | TDP1 cell noCPT
Fc1cccc(C2NN=C(c3ccccc3)S2)c1 (centres undefined)
  -3% | -12% | -28%
CC(C)CC(NC(=O)C1CCCCC1)C(=O)N1CCN(c2ccccn2)CC1 (centres undefined)
  3% | ? | -22%
CC(C)NC(=O)N(C)C[C@H]1Oc2ccc(NC(=O)Nc3ccccc3)cc2C(=O)N([C@@H](C)CO)C[C@@H]1C
  1% | 3% | 6%
O=C(NCc1ccccc1Cl)c1csc([C@H]2C[C@H](O)[C@@H](CO)O2)n1
  nt | 5% | -2%
C=C(C)Cn1c(N2CCCC2)nc2c1c(=O)[nH]c(=O)n2C
  3% | 1% | -7%

# Continued:
SMILES,TDP1 block,TDP1 cell CPT,TDP1 cell noCPT
CCOC(=O)c1[nH]c(CSc2nnc(-c3ccncc3)n2CCOC)c(C(=O)OCC)c1C,4%,-24%,-8%
c1ccc(Cc2nn3c(-c4ccncc4)nnc3s2)cc1,6%,?,-27%
COc1ccc(/C=C\c2onc(C)c2S(=O)(=O)N2CCC(C(=O)Nc3cccc(C)c3C)CC2)cc1,-5%,?,-14%
Cc1ccc(C(=O)N/C(=C/c2cccnc2)C(=O)N2CCCCCC2)cc1,2%,6%,10%
COc1ccc(CCNC(=O)c2ccc3c(c2)N(Cc2ccccc2F)C(=O)c2ccccc2S3=O)cc1OC (centres undefined),-12%,15µM*,26µM*
Cc1c(NC(=O)Nc2ccc(F)cc2)c(=O)n(-c2ccccc2)n1C,nt,5%,0%
CCN(CC)c1nc2c(c(=O)n(C)c(=O)n2C)n1CCCc1ccccc1,nt,21µM*,23µM*
CC(=O)Nc1cccc(C(=O)NNC(=O)c2ccc(NS(=O)(=O)c3cccs3)cc2)c1,nt,?,?
O=[N+]([O-])c1ccc2c(c1)C=C/C2=C\c1ccc(C=S)cc1,nt,?,11µM*
CSc1sc(C(=O)NC(=O)NCc2cccnc2)c(C)c1-c1ccon1,6%,-11%,-29%
O=C(CN(Cc1cccs1)C(=O)CNC(=O)c1ccco1)NC1CCCCC1,1%,-19%,-4%
O=C(Cc1cccc(NC(=O)C2CCCN(C(=O)C3CCCC3)C2)c1)Nc1ccc(C(=O)N2CCOCC2)cc1 (centres undefined),nt,16µM*,?
CCOC(=O)/C(C#N)=C\c1cc(C)n(-c2ccccc2)c1C,6%,?,?
Cn1ncc(Cl)c1C(=O)NC(=S)Nc1sc2c(c1C#N)CCCCC2,4%,21µM*,?
CC(C)C[C@H]1CN(CCCC[C@H]2CNC(=O)C(=O)N2CCC2CCCCC2)C(=O)C(=O)N1CCc1ccccc1,nt,?,18µM*
CCCCCCCCCC[n+]1cccc2cc(Cl)ccc21,nt,1.3µM*,1.3µM*
CCCN(CCC)CCCNC(=O)c1cc2c(=O)n(C)c3ccccc3c2s1,0%,?,18µM*
Cc1cccc(N2CCN(C(=O)c3cn(C)c4ccc(S(=O)(=O)N(C)C)cc4c3=O)CC2C)c1 (centres undefined),-2%,28%,?

# A second format for 2 compounds above.
Cn1ncc(Cl)c1C(=O)NC(=S)Nc1sc2c(c1C#N)CCCCC2
  TDP1 block: 4%; TDP1 cell CPT: 21µM*; TDP1 cell noCPT: ?

CC(C)C[C@H]1CN(CCCC[C@H]2CNC(=O)C(=O)N2CCC2CCCCC2)C(=O)C(=O)N1CCc1ccccc1
  TDP1 block: nt; TDP1 cell CPT: ?; TDP1 cell noCPT: 18µM*
